Insulin prom inh: inhibitors of insulin promoter-driven GFP, primary screen, imaging, TRM-6 cells (human fetal islet line), eGFP reporter, cell count; reporter expression induced with tamoxifen; 130,000 tested, 0.9% active; inhibition, % at 2 µM;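 active = inhibition above the mean plus 3 SD, with well images judged a real hit on visual review, cut at about 60% in these data, passing the limit was not always enough; inconclusive = inhibition over the cutoff but images rejected on review; inactive = inhibition not above the cutoff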
sdo1 growth: growth rescue of sdo1-depleted yeast, primary screen, S. cerevisiae, bone marrow failure model; S. cerevisiae sdo1-depleted JHY4D growth rescue, OD600 30 h; hits give high values; pdr5 snq2 efflux-pump mutant strain; z-score at 10 µM; 140,000 tested, 0.21% active; AID 817, 2007;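 active = z-score above 3 at both the 24 hr and the 30 hr optical density reads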;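 note: z-score against mean and SD of all compound wells on the same plate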
sdo1 growth Rescue 24 h: also measured in sdo1 growth; calls as there; z-score; S. cerevisiae sdo1-depleted JHY4D growth rescue, OD600; measured here: growth rescue at 24 h;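 0 is the plate mean of compound wells and units are plate SD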
The depositor's hits bear a star; ? = inconclusive; . = no result given; [ ] = dose if it differs, or a comment. Only part of the results is shown, so the mix of outcomes need not match the whole.

Under each structure – Insulin prom inh	sdo1 growth	sdo1 growth Rescue 24 h
- CCCc1[nH]n(-c2nc3ccccc3s2)c(=O)c1C=NCC(C)C
  9.4	-1.62	-1.33
- Cn1nc(C(F)(F)F)c(/C=N/OCc2c(Cl)cccc2Cl)c1Cl
  3.6	0.61	-0.11
- O=C(NC1CCCCC1)N(Cc1cc2cc3c(cc2[nH]c1=O)OCCO3)C1CCCCC1
  -10.0	-0.12	-0.37
- COc1cc(NS(=O)(=O)c2ccc(NC(=O)c3ccc(S(=O)(=O)N4CCCC4)cc3)cc2)ncn1
  0.0	.	.
- CN(C)S(=O)(=O)c1ccc(NC(=O)CCNC(=O)c2ccc([N+](=O)[O-])cc2)cc1
  52.4	.	.
- CCS(=O)(=O)N1CCC(C(=O)NCCCOC)CC1
  .	0.98	0.06
- COc1ccc(CCNc2nc(N3CCOCC3)nc(N3CCOCC3)n2)cc1OC
  50.0	-0.12	0.63
- CC(=O)C1=C(C)N(CC2CC2)C(=O)N[C@H]1c1ccccc1
  10.0	0.9	1.6
- CCOC(=O)c1ccccc1NC(=O)CSc1nnc(Cc2cccn2C)n1-c1ccc(C)cc1
  .	-0.37	-0.51
- O=C(NCC(c1ccco1)N1CCCCC1)c1ccc2c(c1)S(=O)(=O)c1ccccc1C2=O (stereo not given)
  21.4	.	.
- CC(C)NC(=O)c1ccccc1S(=O)c1ccccc1C#N (stereo not given)
  3.5	0.72	0.11
- CCN(CC)C(=O)CN(c1ccc(F)c(Cl)c1)S(C)(=O)=O
  46.7	-0.06	0.1
- C=CCOc1c(Cl)cc(CNc2ccc(N(C)C)cc2)cc1OC
  -26.7	0.37	0.68
- O=c1[nH]c(=O)c2cc([N+](=O)[O-])cc([N+](=O)[O-])c2[nH]1
  42.9	.	.
- Cc1[nH]c(=O)nc2c1CCC2
  -63.6	.	.
- CCOc1cc(CNCCc2ccccc2)ccc1OCC(=O)NC(C)(C)C
  .	1.04	0.56
- CCC(NC(=O)c1cccc(Cn2nc(C)c([N+](=O)[O-])c2C)c1)c1ccc(C(C)C)cc1 (stereo not given)
  -11.4	0.87	1.18
- CCOc1ccc2[nH]c(=O)c(CN(CCN3CCOCC3)Cc3nnnn3C(C)(C)CC)cc2c1
  .	0.81	0.42
- Cc1cccc(OCC(=O)NNC(=O)Nc2cccc(Cl)c2)c1C
  18.2	-0.16	1.76
- Cc1cc(F)ccc1S(=O)(=O)Nc1ccccc1C(=O)Nc1ccccc1-c1nc2ccccc2[nH]1
  0.0	-0.47	-0.81
- Cc1nc2oc3c(NCc4ccccn4)ncnc3c2c2c1COC(C)(C)C2
  40.6	0.58	0.35
- O=C(OC(C(=O)Nc1cccc(C(F)(F)F)c1)c1ccccc1)C1CCCCC1 (stereo not given)
  13.3	-0.61	-0.27
- CCCOc1ccc(C(CC(=O)O)NC(=O)c2cccs2)cc1 (stereo not given)
  -92.9	2.06	2.27
- Cc1ccc(OCc2nc3ccccc3[nH]2)cc1
  27.3	0.54	0.27
- COc1cc(CNC2CCCCCC2)cc(OC)c1O
  -16.1	0.63	0.49
- C/C(=N\Nc1ccc(S(N)(=O)=O)cc1[N+](=O)[O-])c1ccc2c(c1)OCO2
  -15.0	.	.
- CC(=O)Nc1cccc2ncccc12
  6.7	1.28	0.54
- C/C(CC(=O)Nc1ccccc1[N+](=O)[O-])=N\NC(=O)COc1ccccc1C
  6.7	2.44	2.45
- Cc1ccccc1OCC(=O)N/N=C/c1cccc(Oc2ccc([N+](=O)[O-])cc2[N+](=O)[O-])c1
  -22.6	0.12	0.66
- C/C(CC1(O)/C(=N/O)CCc2nonc21)=N\O (stereo not given)
  .	0.48	0.06
- CCCCC(CC)C(=O)Nc1cc([N+](=O)[O-])ccc1F (stereo not given)
  -18.2	.	.
- O=C(/C(C=Nc1cccc(C(F)(F)F)c1)=C(/O)c1ccco1)C(F)(F)F
  -29.6	-0.1	-0.03
- Cc1nn(-c2ccccc2)c(Cl)c1C1C(C#N)=C(N)OC2=C1C(=O)CCC2 (stereo not given)
  .	0.27	0.53
- CCN1CCN(C(=O)c2ccc(CN(c3ccccc3)S(=O)(=O)c3ccccc3)cc2)CC1
  -14.3	-0.71	-0.48
- c1ccc2nc3[nH]cnc3nc2c1
  12.5	1.11	0.43
- COC(=O)Cn1cnc2c1c(=O)n(C)c(=O)n2C
  -295.2	1.66	1.77
- CS(=O)(=O)N(CC(=O)N1CCN(c2ccccc2F)CC1)C1CCCCC1
  17.1	1.03	0.49
- FC(F)(F)c1cccc(Oc2nc(-c3ccccc3)nnc2C(F)(F)F)c1
  20.0	-1.15	1
- Cn1c(N)c(C(=O)COC(=O)C23CC4CC(CC(C4)C2)C3)c(=O)n(C)c1=O
  3.9	-1.41	-2.02
- CC(=O)N1CCN(CC(=O)Nc2cccc(S(=O)(=O)N3CCCCCC3)c2)CC1
  38.5	.	.
- O=C1CC(c2cccs2)c2ccc3ccccc3c2N1 (stereo not given)
  6.7	.	.
- Cc1ccc(C(C#N)c2ccc(C(=O)c3ccc(F)cc3)cc2)cc1 (stereo not given)
  -9.4	-0.17	-0.37
- Cn1c(=O)[nH]c(NC2CCCCC2)c([N+](=O)[O-])c1=O
  42.1	1.23	0.66
- O=C(NC1CCCCC1)C1c2ccccc2C(=O)N1Cc1ccco1 (stereo not given)
  .	0.76	-0.28
- COc1ccc(/C=C(\C#N)C(=O)OCC(=O)NCc2ccccc2)cc1
  13.3	-0.38	-1.12
- CCCNC(=O)/C=C/C(=O)O
  -18.2	.	.
- CCOC(=O)CC1C(=O)NCCN1C(=O)c1ccc(F)cc1F (stereo not given)
  16.7	0.19	0.05
- CCC(=O)Nc1ccc(F)c(Cl)c1
  -21.6	0.13	-0.56
- COc1ccc(C(=O)CSc2nnc(-c3ccco3)c(-c3ccco3)n2)cc1
  -200.0	.	.
- Cc1nc2c([nH]1)C1(CCN(Cc3ccccc3)CC1)C(C#N)=C(N)O2
  -28.6	0.2	0.21

The results go on.
Under each structure – Insulin prom inh	sdo1 growth	sdo1 growth Rescue 24 h
- Cc1nc2cc(-c3ccccc3)nn2c(C)c1CCC(=O)NCc1ccco1
  .	-0.43	0.52
- Cc1ccc(C=Nc2ccccc2C(N)=O)o1
  .	0.58	-0.63
- Cc1c(C(N)=O)sc2ncn(CCOc3ccccc3)c(=O)c12
  -81.8	.	.
- C=CCn1c(SCC(=O)Nc2ccc3c(c2)CCC3)nnc1-c1cccs1
  -77.8	0.29	0.86
- Cc1cccc(-n2c(-c3ccco3)n[nH]c2=S)c1
  8.3	-0.29	0.32
- C=CCc1cccc2cc(C(=O)NNC(=O)c3ccncc3)c(=O)oc12
  40.0	.	.
- CCCN1C(=O)/C(=C/c2cc(C)n(C)c2C)SC1=Nc1ccc(OCC)cc1
  .	0.57	2.54
- Cc1cc2cc(CNC(=S)Nc3ccc(OC(F)(F)F)cc3)ccc2[nH]1
  31.7	-0.39	-0.34
- O=c1[nH]c2ccc(NC(=S)Nc3ccccc3Cl)cc2[nH]1
  5.4	0.17	-0.09
- CCN(CC)c1cc(Oc2ccccc2)ncn1
  -45.0	0.44	0.03
- O=C(COC(=O)CCC(=O)c1cccs1)NCc1ccco1
  0.0	0.16	-0.05
- CCOC(=O)c1c(NC(=O)COC)sc(C)c1C
  ?	-0.02	-0.16
- COc1ccc(OC)c(C2=NOC(C(=O)NCc3ccccn3)C2)c1 (stereo not given)
  .	0.46	0.26
- C=CCn1c(SCc2cccc3ccccc23)nnc1-c1cccnc1
  -41.2	-0.64	-0.45
- CCOc1ccc(N=C(NC#N)SC)cc1
  -72.7	0.24	0.06
- O=C(COC(=O)C1(c2ccccc2F)CCCC1)NCc1cccs1
  -43.8	.	.
- CCOc1ccc(N2C(=O)CC(N)C2=O)cc1 (stereo not given)
  -8.0	-1.35	-0.77
- CCN(CC(=O)N1CCN(C)CC1)S(=O)(=O)c1ccc(Cl)cc1
  12.5	1.09	-0.34
- Cc1ccc(N2NC(=O)/C(=C/c3ccc(-c4ccc(Cl)c(C(=O)O)c4)o3)C2=O)cc1
  -36.4	.	.
- C[C@@H]1NC(=O)[C@H](CC(N)=O)NC(=O)c2cc([N+](=O)[O-])cc(I)c2OCC[C@@H](C(=O)NC(CC(=O)O)C(N)=O)NC1=O (stereo not given in full)
  18.2	0.36	1.17
- CCCN=C(N)/C(C(=O)OCC)=C(\O)c1ccc(OC)cc1
  -36.4	-0.52	-0.5
- CCN(CC)S(=O)(=O)c1ccc(OC)c(NC(=S)Nc2cccc(C)c2)c1
  1.3	0.59	0.4
- O=c1c2[nH]c3ccccc3c2ncn1CCN1CCOCC1
  9.1	0.48	0.52
- O=C(O)C1CC(=O)N(c2ccc(OCc3ccccc3Cl)cc2)C1 (stereo not given)
  -10.8	0.57	0.77
- CCCc1[nH]nc2c1C(c1ccc(OCCN3CCOCC3)c(OCC)c1)C(C#N)=C(N)O2 (stereo not given)
  -262.8	0.79	0.64
- COc1ccc(CCC(C)Nc2ccc(F)cc2)cc1 (stereo not given)
  -19.4	-1.86[11.7 µM]	-2.43
- Fc1ccc(-c2nnc(CSc3nnc(-c4ccc5c(c4)OCO5)o3)o2)cc1
  -35.5	-0.83	-0.79
- CCn1c(COc2ccccc2)nnc1SCC(=O)C(C)(C)C
  0.0	-0.7	-0.34
- COc1cc(NC(=O)C(=O)NNC(=O)C2CCCCC2)c(OC)cc1Cl
  29.6	0.35	-0.58
- COc1ccccc1OCC(=O)NN1Cc2ccccc2C1=N
  .	-1.11	-0.82

Entries of single compounds, quoted from the list:
Listed for `Cc1ccc(N2NC(=O)/C(=C/c3ccc(-c4ccc(Cl)c(C(=O)O)c4)o3)C2=O)cc1` : Insulin prom inh: -36.4; sdo1 growth: .; sdo1 growth Rescue 24 h: .
Listed for `O=C(OC(C(=O)Nc1cccc(C(F)(F)F)c1)c1ccccc1)C1CCCCC1` (stereo not given) : Insulin prom inh: 13.3; sdo1 growth: -0.61; sdo1 growth Rescue 24 h: -0.27
Listed for `Cc1nc2c([nH]1)C1(CCN(Cc3ccccc3)CC1)C(C#N)=C(N)O2` : Insulin prom inh: -28.6; sdo1 growth: 0.2; sdo1 growth Rescue 24 h: 0.21

Next entries follow.
Under each structure – Insulin prom inh	sdo1 growth	sdo1 growth Rescue 24 h
- O=C(c1cc2nc(-c3ccc(F)cc3)cc(C(F)(F)F)n2n1)N1CCCC1
  57.1	1.46	1.84
- COc1ccc(C)cc1NC(=O)c1ccoc1C
  -11.1	0.25	0.65
- O=C(/C=C/c1c(Cl)cccc1Cl)NCc1ccco1
  -14.3	-0.01	0.74
- Cc1ccc2c(c1)NC(=O)C(N1CCOCC1)(C(F)(F)F)O2 (stereo not given)
  -50.0	0.08	-0.35
- COc1ccc(CCNC(=O)CCSc2nc(-c3ccco3)cc(C(F)(F)F)n2)cc1OC
  -5.4	-1.27	-1.37
- Cc1nn(-c2ccc(Cl)cc2)c2sc(C(=O)c3c(N)n(C)c(=O)n(C)c3=O)cc12
  0.0	0.36	2.94
- C=CCO/N=C(\C)c1c(O)c(C)c(-c2ccccc2)n(-c2ccccc2)c1=O
  -234.9	-0.24	-0.02
- COc1cccc(/C=N/N2CCOCC2)c1O
  .	0.78	1.17
- COC(=O)CCN(C(=O)c1cc(OC)c(OC)c(OC)c1)c1ccccn1
  .	1.7	2.03
- C=CCNC(=S)Nc1cccc(N)c1
  -72.1	.	.
- COC(=O)Cc1[nH]nc2c1C(C1C=CCCC1)C(C#N)=C(N)O2 (stereo not given)
  -325.0	0.6	-0.11
- O=C(CCN1C(=O)S/C(=C\c2cccs2)C1=O)NC1=NCCS1
  -29.7	-1.53	-0.81
- CCNC(=O)C(C)Sc1ccc(Cl)cc1 (stereo not given)
  55.0	0.17	-0.81
- CCc1c(C)c(C#N)c2nc3ccccc3n2c1NCc1ccco1
  -17.4	-1.67	-1.16
- O=C(CSc1nnc(-c2cccs2)n1-c1ccccc1)N1CCCc2ccccc21
  .	-0.88	-1.54
- O=C(CCNC(=O)c1ccccc1Cl)Nc1nc(-c2ccccc2Cl)cs1
  11.1	-1.03	-1.17
- Cc1csc(SCc2nc3scc(-c4ccccc4)c3c(=O)[nH]2)n1
  -53.3	.	.
- Cc1nn(-c2ccccc2)c2c1C(=O)N(Cc1ccccc1)C(=O)C(C)(C)C2
  -37.2	-0.17	-0.29
- O=C(CC(=O)c1ccccc1)Nc1cc(C(F)(F)F)ccc1Cl
  -20.0	-0.64	-0.44
- CC(C)CC(C(=O)OCC(=O)c1c(N)n(C)c(=O)n(C)c1=O)N1C(=O)c2ccccc2C1=O (stereo not given)
  13.5	0.03	-0.44
- Cc1n[nH]c(C)c1S(=O)(=O)N1CCCCCC1
  16.1	1.73	1.58
- Cc1ccc(-n2c(C)nnc2SCC(=O)N2CCc3ccccc3C2)cc1
  -78.1	0.94	0.72
- CCOC(=O)C1=C(C)N=C2SC(C)C(=O)N2C1/C=C/c1ccccc1OC (stereo not given)
  0.0	0.05	-0.28
- Cc1cccc(-n2cnc3cc(C(=O)N4CCc5ccccc54)ccc32)c1
  8.6	-1.68	-1.71
- CCOc1cc(/C=N\NC(=O)c2ccc(NC(=O)C(C)(C)C)cc2)ccc1OC(=O)c1ccc(C)cc1
  3.6	-1.41	-0.63
- CCOC(=O)N1CCN(C(=O)c2cc3cc(Br)ccc3oc2=O)CC1
  .	-0.15	-0.35
- C/C(=N\N=C1/NC(=O)C(C)S1)c1ccc([N+](=O)[O-])cc1 (stereo not given)
  -9.7	-0.26	-0.24
